TbPYK inhibitor: qHTS of Trypanosoma Brucei Inhibitors. pyruvate kinase (Trypanosoma brucei), Q57TT1. TbPYK enzyme, Kinase-Glo Plus ATP luminescence, 45 min. Potency, µM (top dose mostly 76.8 µM), inactives show top-dose activity, negative = inhibition, most hits filed as inhibitors. actives 0.12% (n = 410,000). AID 624173, 2012; further: potency means the concentration at half of the fitted maximal effect; on the % scale 0 is the no-effect control and ±100 the full control effect; nearly all actives have a fitted effect of over 50% in size
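Screened from lowest to highest concentration, compounds were pinned into TbPYK/substrate mixtures, and ADP (130 uM final) was added. Plates sat at room temperature for 45 min prior to Kinase-Glo Plus detection by luminescence.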
Pf growth 48h: Primary qHTS for delayed death inhibitors of the malarial parasite plastid, 48 hour incubation; P. falciparum luciferase growth in erythrocytes, 48 h; Potency, µM (top dose mostly 28.7 µM), for inactives: top-dose activity change, negative = inhibition, hits mostly inhibitors; actives 5.9% (n = 310,000); AID 504832, 2011; further: potency means the concentration at half of the fitted maximal effect; on the % scale 0 is the no-effect control and ±100 the full control effect
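Erythrocytes infected with P. falciparum carrying an integrated firefly luciferase reporter (2% hematocrit, 0.1% parasitemia final) were exposed to compounds in RPMI 1640 with 0.5% Albumax at 37 C, 5% CO2. Growth inhibition was scored as reduced luminescence.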
AMA1-RON2 inh: qHTS for Inhibitors of AMA1-RON; Towards Development of Antimalarial Drug Lead: Primary Screen; actives 0.2% (n = 360,000); Potency, µM (top dose mostly 58.2 µM), without a hit: at the top dose activity change, negative = inhibition, actives largely listed as inhibitors; AlphaScreen AMA1-biotinylated RON2 peptide binding; AID 720542, 2013;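 further: potency means the concentration at half of the fitted maximal effect; 0% = vehicle wells and -100% = peptide control; nearly all actives have a fitted effect of over 45% in size; some results filed as inactive show a strong effect at the top dose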
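AMA1 (3D7) with his tag at 25 nM final met compounds first, then biotinylated RON2 peptide at 25 nM; detection used donor plus acceptor beads, 10 µg/mL apiece, read by AlphaScreen after 30 min at room temperature.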
Pf growth 96h: Primary qHTS for delayed death inhibitors of the malarial parasite plastid, 96 hour incubation | P. falciparum luciferase reporter growth, 96 h | Potency, µM (doses to about 28.7 µM), inactives show at the top dose activity change, negative = inhibition, hits mostly inhibitors | actives 6.9% (n = 320,000) | AID 504834, 2011; further: potency means the concentration at half of the fitted maximal effect; on the % scale 0 is the no-effect control and ±100 the full control effect
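Two-generation exposure (96 h) targets delayed-death phenotype. Reporter parasites carrying integrated firefly luciferase, in red cells at 2% hematocrit and 0.05% parasitemia final, kept at 37 C, 5% CO2; luminescence loss indicates inhibition.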
Shiga inhibitor: A qHTS for Small Molecule Inhibitors of Shiga Toxin. Vero cells, Shiga toxin protein synthesis inhibition reporter. inhibition, % at 38.7 µM. actives 9.2% (n = 290,000). AID 2315, 2010; in the data active means inhibition mostly above about 28%, no sharp cut-off; inactive means mostly below about 43%; further: 0% is about no effect
Cycloheximide cs: Cycloheximide Counterscreen for Small Molecule Inhibitors of Shiga Toxin; actives 12% (n = 300,000); max response, %; AID 2314, 2010; cell reporter, cycloheximide protein synthesis inhibition counterscreen; in the data active means max response mostly above about 13%, no sharp cut-off; inactive means mostly below about 14%; further: read at 38.3 µM for the half of the compounds with a filed dose; 0% is about no effect
LmPK inhibitor: qHTS Assay for Inhibitors of Leishmania Mexicana Pyruvate Kinase (LmPK); purified LmPK, Kinase-Glo ATP luminescence, 1 h; Potency, µM (highest dose often 57.5 µM), without a hit: at the top dose activity change, negative = inhibition, actives largely listed as inhibitors; actives 0.37% (n = 290,000); Q27686; further: potency means the concentration at half of the fitted maximal effect; on the % scale 0 is the no-effect control and ±100 the full control effect
Target sequence (Q27686 whole entry, looked up): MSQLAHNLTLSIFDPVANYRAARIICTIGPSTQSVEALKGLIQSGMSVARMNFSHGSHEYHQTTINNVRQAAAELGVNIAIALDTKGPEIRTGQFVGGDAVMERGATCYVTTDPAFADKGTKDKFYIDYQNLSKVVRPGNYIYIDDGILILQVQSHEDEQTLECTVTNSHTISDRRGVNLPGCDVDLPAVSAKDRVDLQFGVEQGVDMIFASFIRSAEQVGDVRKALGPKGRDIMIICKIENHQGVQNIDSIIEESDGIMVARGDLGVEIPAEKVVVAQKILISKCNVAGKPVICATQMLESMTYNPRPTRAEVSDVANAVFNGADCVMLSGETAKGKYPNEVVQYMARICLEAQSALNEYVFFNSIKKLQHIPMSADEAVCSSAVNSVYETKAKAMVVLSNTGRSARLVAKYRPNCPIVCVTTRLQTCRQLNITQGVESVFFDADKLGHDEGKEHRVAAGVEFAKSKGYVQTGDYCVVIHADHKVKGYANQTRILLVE
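Screened at intermediate enzyme activity to detect both inhibitors and activators: LmPK at 0.1 nM, with a 0.5 nM enzyme column as activation reference. PEP 0.5 mM, ADP 0.1 mM; ATP detected by luminescence after 1 h.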
Numbers without * were called inactive; ? = inconclusive; nt = not tested or not shown; [ ] = remark or other dose. Unless noted, the call rests on the fitted dose curve; in most records, active means well fitted curve in the direction sought with a large enough effect; inconclusive means small, poorly fitted or top-dose-only effect, or another doubt; inactive means no such curve, though single readings can be large; an effect the other way counts as inactive or inconclusive.

Compound	TbPYK inhibitor	Pf growth 48h	AMA1-RON2 inh	Pf growth 96h	Shiga inhibitor	Cycloheximide cs	LmPK inhibitor
CC1(C)O[C@@H]2[C@@H](CO[C@@]3(COS(N)(=O)=O)OC(C)(C)O[C@@H]23)O1	nt	nt	nt	nt	-6	-7	-1%
COc1ccc(NS(=O)(=O)c2cccc(NC(=O)NC3CCCCC3)c2)cc1	-11%	-6%	-20%	?	7	2	0%
CCOC(=O)Cc1nn(Cc2nc(-c3ccc(C#N)cc3)cs2)c(=O)c2ccccc12	1%	?	0%	?	-8	-1	-2%
COc1ccc(C(=O)Nc2sc(C)c(-c3ccccc3)c2C#N)cc1OC	-9%	5%	-13%	nt	24	10	1%
CCOC(=O)C1(CC2CC2)CCN(Cc2ccc3cccc(F)c3n2)CC1	4%	?	-1%	-17%	13	11	6%
COc1ccc(N2CCN(CC(O)c3c[nH]c4ccc(OC)cc34)CC2C)cc1 (centres undefined)	-7%	?	?	nt	-13	5	-3%
CCC(=O)N(C)C(c1ccccc1Cl)c1nnnn1-c1c(C)cccc1C (centres undefined)	1%	nt	-1%	9.3µM*	-5	-3	-6%
CC1CN(c2ccc([N+](=O)[O-])cn2)CC(C)O1 (centres undefined)	-1%	0%	12%	6%	-8	-1	-5%
N#Cc1c(NC(=O)CSc2n[nH]c(N)n2)oc(-c2ccccc2)c1-c1ccccc1	-1%	nt	21%	-4%	-5	8	0%
Cc1cc(C)nc(NC(=O)/C=C/c2ccc(Cl)cc2)n1	-10%	155%[activator]	-13%	43%[activator]	42	18*	-21%
COc1ccc(CC(=O)NNC(=O)CSc2nnc(C)n2-c2ccccc2)cc1	9%	-7%	97%[activator]	22%	-5	-5	4%
Cc1ccc2c(Cl)c(C(=O)NCc3cccnc3)sc2c1	-4%	22%	-7%	105%[activator]	-10	15	-2%
COc1cc(C2C3=C(Nc4nc(N)[nH]c(=O)c42)c2ccccc2C3=O)ccc1O (centres undefined)	?	?	-8%	?	2	-5	2%
COc1c(Cl)cccc1-c1cn2ccc(C)cc2n1	-6%	180%[activator]	-11%	293%[activator]	81*	42*	?
COc1ccc(C2C(C#N)=C(N)Oc3cc(C)[nH]c(=O)c32)cc1OC (centres undefined)	4%	1%	-21%	17%	21	-2	-2%
O=C(CSc1nnc(Cc2ccccc2)o1)c1ccc(F)cc1	1%	24%	4%	22%	19	8.0*	2%
CC(NC(=O)c1ccccc1)C(=O)OCC(=O)c1c(N)n(C)c(=O)n(C)c1=O (centres undefined)	5%	?	-12%	-25%	nt	nt	nt
CCc1nnc(NC(=O)c2cccc(S(=O)(=O)N(C)c3ccccc3)c2)s1	1%	nt	62%[activator]	?	-12	1	1%
Cc1ccnc(NC(=O)c2cccc3ccccc23)c1	-1%	47%[activator]	7%	65%[activator]	77*	49*	-6%
Cc1ccc(-c2noc(CCC(=O)Nc3ccccc3N3CCN(C)CC3)n2)cc1	-4%	?	-1%	-11%	25	4	-6%
COc1ccc(OC)c(/C=N\NC(=O)c2ccc(=O)n(C)c2)c1	-4%	9%	11%	22%	-6	-2	-3%
Cc1ccc2c(CN3CC=C(c4ccccc4)CC3)cc(=O)oc2c1C	0%	5.2µM*	-9%[11.6 µM]	3.3µM*	26	8	2%
Cc1ccc(C)c(OCC(=O)NCC(C)(C)N2CCOCC2)c1	-1%	0%	0%	?	nt	nt	nt
Cc1ccccc1C(=O)Nc1ccccc1-n1cccc1	-5%	nt	0%	-17%	-15	-6	-6%
O=C(NCc1ccc(F)cc1)C1CCCN(C(=O)Nc2ccccc2)C1 (centres undefined)	2%	-7%	-2%	6%	14	-4	1%
Cc1cc(C)c(S(=O)(=O)c2cccc(Br)c2C)c(=O)[nH]1	-3%	16%	22%	25%	-1	8	0%
CCOC(=O)C1(Cc2cccc(OC)c2)CCN(Cc2cnc(N)nc2)CC1	-2%	51%[activator]	4%	?	-4	-2	4%
CC(=O)Nc1cc(-c2nn3c(C)nnc3s2)ccc1C	-3%	nt	-5%	3%	27	9	1%
CC1CC(=O)Nc2ccccc2N1C(=O)COc1ccc2cc(Br)ccc2c1 (centres undefined)	0%	?	-1%[11.6 µM]	-11%	nt	nt	nt
Cn1c(=O)n(C)c2cc(/C=N/NC(=O)c3ccncc3)ccc21	nt	22%	nt	?	-7	-4	3%

Reformatted field by field: part of the list above.
Cc1ccc(C)c(OCC(=O)NCC(C)(C)N2CCOCC2)c1
  TbPYK inhibitor: -1%
  Pf growth 48h: 0%
  AMA1-RON2 inh: 0%
  Pf growth 96h: ?
  Shiga inhibitor: nt
  Cycloheximide cs: nt
  LmPK inhibitor: nt
Cc1ccccc1C(=O)Nc1ccccc1-n1cccc1
  TbPYK inhibitor: -5%
  Pf growth 48h: nt
  AMA1-RON2 inh: 0%
  Pf growth 96h: -17%
  Shiga inhibitor: -15
  Cycloheximide cs: -6
  LmPK inhibitor: -6%
O=C(NCc1ccc(F)cc1)C1CCCN(C(=O)Nc2ccccc2)C1 (centres undefined)
  TbPYK inhibitor: 2%
  Pf growth 48h: -7%
  AMA1-RON2 inh: -2%
  Pf growth 96h: 6%
  Shiga inhibitor: 14
  Cycloheximide cs: -4
  LmPK inhibitor: 1%
Cc1cc(C)c(S(=O)(=O)c2cccc(Br)c2C)c(=O)[nH]1
  TbPYK inhibitor: -3%
  Pf growth 48h: 16%
  AMA1-RON2 inh: 22%
  Pf growth 96h: 25%
  Shiga inhibitor: -1
  Cycloheximide cs: 8
  LmPK inhibitor: 0%

New compounds follow.
Compound	TbPYK inhibitor	Pf growth 48h	AMA1-RON2 inh	Pf growth 96h	Shiga inhibitor	Cycloheximide cs	LmPK inhibitor
O=C(COc1ccccc1O)NNc1ccccc1	-1%	15%	-2%	15%	-9	-2	-2%
CC1C(C#N)=C(N)OC2=C1C(=O)CC(c1ccccc1)C2 (centres undefined)	-1%	12%	14%	-100%	22	-4	6%
Cc1cccc(NC(=O)c2sc(NC(=O)COc3ccccc3)c(C#N)c2C)c1C	7%	29%	9%	30%	-3	-4	1%
COC(=O)c1ccc(C(c2c(C)n(C)n(-c3ccccc3)c2=O)c2c(C)n(C)n(-c3ccccc3)c2=O)cc1	2%	?	-1%	6.6µM*	nt	-1	-5%
CCCCCCNC(=O)Cc1c(O)c2ccccc2[nH]c1=O	-1%	11%	-5%	28%	-5	5	5%
O=C(CN(CCc1ccccc1)S(=O)(=O)c1ccc(Cl)cc1)N/N=C/c1ccc2c(c1)OCO2	-14%	-19%	0%	32%[activator]	-6	-3	3%
O=C(CN(C(=O)CCC(=O)Nc1nccs1)c1ccccc1F)NCc1ccccc1	5%	-8%	1%	-2%	-6	-1	-2%
Cc1nn(CC(=O)NCCc2ccccc2)c(=O)c2cc3occc3n12	-1%	23%	1%	?	-3	-4	-1%
CC(C(=O)Nc1ccc(Cl)cc1Cl)N1CC=C(c2ccccc2)CC1 (centres undefined)	4%	28%	3%[2.32 µM]	-28%	21	8	0%
O=C(Nc1cc(Cl)ccc1F)C1=COCCO1	4%	51%[activator]	0%	106%[activator]	nt	nt	nt
CC(C)(CN1CCc2ccccc2C1)NS(=O)(=O)c1ccccc1	8%	13%	6%	14%	9	-2	-3%
COc1ccc(OCC(=O)Nc2ccc(N3CCC(C)CC3)cc2)cc1	4%	?	-5%	16%	3	-2	4%
CCOC(=O)C1=C(C)NC(=O)NC1c1ccc(Cl)cc1Cl (centres undefined)	0%	-16%	-5%	-22%	-7	-3	0%
NS(=O)(=O)c1ccc(CNS(=O)(=O)c2ccc(Cl)nc2)cc1	-4%	-6%[5.75 µM]	-28%	43%[activator]	15	-1	-7%
COCCN(CCOC)Cc1c(C)[nH]c2ccccc2c1=O	4%	-5%	26%	7%	8	4	0%
C/C(CC(=O)NCc1ccco1)=N\NC(=O)c1ccc([N+](=O)[O-])cc1Cl	3%	-1%	11%	4%	34	10	-4%
CCC(C)NC(=O)c1ccc(CN2CCc3ccccc3C2)cc1 (centres undefined)	1%	-2%	6%	77%[activator]	-8	-1	-1%
Cc1cc(OCC(=O)N2CCC[C@@H]2C(=O)O)c2c(C)c(C)c(=O)oc2c1	3%	27%	11%	?	-10	-4	-6%
Cc1ccc(C(=O)N/N=C/c2cccc(OC(=O)/C=C/c3ccco3)c2)cn1	-4%	31%[activator]	7%	?	86*	33*	7%
COc1ccc(Br)cc1CN(C)CC(O)COc1ccc(Br)cc1 (centres undefined)	4%	?	?	?	-10	1	12%

Reformatted with values under each structure: 4 of the compounds above
Order of results: TbPYK inhibitor | Pf growth 48h | AMA1-RON2 inh | Pf growth 96h | Shiga inhibitor | Cycloheximide cs | LmPK inhibitor
CC1CC(=O)Nc2ccccc2N1C(=O)COc1ccc2cc(Br)ccc2c1 (centres undefined)
    0% | ? | -1%[11.6 µM] | -11% | nt | nt | nt
CCc1nnc(NC(=O)c2cccc(S(=O)(=O)N(C)c3ccccc3)c2)s1
    1% | nt | 62%[activator] | ? | -12 | 1 | 1%
C/C(CC(=O)NCc1ccco1)=N\NC(=O)c1ccc([N+](=O)[O-])cc1Cl
    3% | -1% | 11% | 4% | 34 | 10 | -4%
COc1ccc(NS(=O)(=O)c2cccc(NC(=O)NC3CCCCC3)c2)cc1
    -11% | -6% | -20% | ? | 7 | 2 | 0%

Remaining list, next part:
Compound	TbPYK inhibitor	Pf growth 48h	AMA1-RON2 inh	Pf growth 96h	Shiga inhibitor	Cycloheximide cs	LmPK inhibitor
COc1ccc(CNC(=O)COC(=O)CCCOc2ccc(Cl)cc2Cl)cc1	3%	21%	-3%	54%[activator]	2	1	7%
Cc1cc(C)n(-c2nc(NCC(C)O)c3c4c(sc3n2)CCCC4)n1 (centres undefined)	2%	nt	-3%	?	32	16*	10%
COc1ccc2c(c1)NC(c1ccc(N(C)C)cc1)c1cccn1-2 (centres undefined)	-7%	-18%	41%[activator]	?	79*	25*	2%
CCOc1ccccc1C1C(C#N)=C(N)Oc2cc(C)n(C)c(=O)c21 (centres undefined)	-9%	8%	5%	13%	-3	-2	0%
CSc1ncc(CN2CCc3c([nH]c4ccccc34)C2c2cccc(C)n2)cn1 (centres undefined)	-6%	?	-5%	?	18	-4	-2%
COc1ccc2c(c1)CCCC21NC(=O)N(CC(=O)c2cc(F)ccc2F)C1=O (centres undefined)	0%	?	?	?	nt	nt	nt
COc1cc(/C=C/C(=O)OCC(=O)NC(=O)NC(C)(C)C)cc(OC)c1OC	-2%	-5%	21%	5%	-3	-1	4%
CC1Cc2ccccc2N1C(=O)CN(C)CC(=O)Nc1cccc(F)c1 (centres undefined)	-10%	?	36%[activator]	-18%	nt	nt	nt
Cc1cc(OCCCCOc2ccc(S(N)(=O)=O)c(C)c2)ccc1S(N)(=O)=O	-9%	-18%	-2%	24%	3	-2	5%
